CatG inh – blocks human cathepsin G enzyme activity; P08311; purified enzyme, AMC-tetrapeptide fluorescence, pooled mixtures; inhibition, % at 5 µM (by protocol); actives 0.2% (n = 62,000); AID 581;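 active means inhibition above 20% in each of the two mixture wells holding the compound; inactive means inhibition of 20% or less in either well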;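 further: 0% = enzyme control without mixture and 100% = blank lacking enzyme; strong numbers were not always called active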
Target sequence (P08311 21-244 limits assumed): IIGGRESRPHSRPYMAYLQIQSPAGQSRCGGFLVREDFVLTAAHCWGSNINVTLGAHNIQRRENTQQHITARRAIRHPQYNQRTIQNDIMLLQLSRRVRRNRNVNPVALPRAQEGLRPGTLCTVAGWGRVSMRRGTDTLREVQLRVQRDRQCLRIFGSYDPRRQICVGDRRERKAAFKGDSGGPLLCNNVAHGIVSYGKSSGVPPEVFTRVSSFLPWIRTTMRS
ROCK2 inh – blocks human Rho kinase 2 activity. O75116. purified ROCK2, Kinase-Glo ATP depletion luminescence. inhibition, % at 6 µM. actives 0.35% (n = 60,000). AID 604;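 active means inhibition above the screen-wide mean inhibition plus 3 SD, cut at about 18% in these data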;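 further: plate controls were DMSO wells for no effect and Y-27632 control wells after no-enzyme background subtraction for full effect; many of its hits are not listed in these tables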
CatL block – blocks human cathepsin L protease activity. purified cathepsin L, fluorogenic substrate, fluorescence. inhibition, %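 (tested at 10 µM)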. P07711. actives 0.17% (n = 58,000). AID 460; in the data active means inhibition above about 45%;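 further: 0% = enzyme with no compound and 100% = no enzyme blank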
Target sequence (P07711 114-288 limits assumed): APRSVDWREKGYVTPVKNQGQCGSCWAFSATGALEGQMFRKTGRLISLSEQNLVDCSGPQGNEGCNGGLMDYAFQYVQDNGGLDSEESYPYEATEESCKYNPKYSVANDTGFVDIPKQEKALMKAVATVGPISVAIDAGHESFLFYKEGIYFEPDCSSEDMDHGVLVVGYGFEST
Target sequence (P07711 292-333 limits assumed): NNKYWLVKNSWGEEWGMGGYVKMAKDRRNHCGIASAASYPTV
CatS block – blocks human cathepsin S protease activity; P25774; recombinant cathepsin S, AMC dipeptide fluorescence, pooled mixtures; inhibition, %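 (tested at 5 µM per compound within 10-compound mixtures)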; actives 0.06% (n = 62,000); in the data active means inhibition above about 32%, passing the limit was not always enough;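 further: 0% = enzyme without compound and 100% = blank without enzyme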
PKA inh – PKA (human) kinase inhibition. PKA Kemptide phosphorylation, Kinase-Glo ATP luminescence. P17612. actives 0.1% (n = 65,000). inhibition, % at 6 µM. AID 524;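 active means inhibition above the screen-wide mean inhibition plus 3 SD, cut at about 21% in these data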; further: many of its hits are not listed in these tables
C1s inh – human complement C1s inhibition; purified C1s, fluorogenic AMC substrate, pooled mixtures; mean inhibition % of two 10-compound mixtures (hits give high values), % at 5 µM (by protocol); actives 0.16% (n = 62,000); AID 538;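 active means inhibition above 20% in each of the two 10-compound mixture wells holding the compound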;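 further: 0% = enzyme wells lacking compound mixture and 100% = no-enzyme blank wells; some compounds called inactive have numbers as strong as hits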
JNK3 blocker – inhibitors of human JNK3 kinase | purified JNK3 kinase activity, HTS | inhibition, % at 8 µM | actives 0.61% (n = 60,000); in the data active means inhibition above about 17%;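 further: 0% = DMSO and 100% = reference inhibitor; many of its hits are not listed in these tables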
Target sequence (P53779 whole entry, looked up): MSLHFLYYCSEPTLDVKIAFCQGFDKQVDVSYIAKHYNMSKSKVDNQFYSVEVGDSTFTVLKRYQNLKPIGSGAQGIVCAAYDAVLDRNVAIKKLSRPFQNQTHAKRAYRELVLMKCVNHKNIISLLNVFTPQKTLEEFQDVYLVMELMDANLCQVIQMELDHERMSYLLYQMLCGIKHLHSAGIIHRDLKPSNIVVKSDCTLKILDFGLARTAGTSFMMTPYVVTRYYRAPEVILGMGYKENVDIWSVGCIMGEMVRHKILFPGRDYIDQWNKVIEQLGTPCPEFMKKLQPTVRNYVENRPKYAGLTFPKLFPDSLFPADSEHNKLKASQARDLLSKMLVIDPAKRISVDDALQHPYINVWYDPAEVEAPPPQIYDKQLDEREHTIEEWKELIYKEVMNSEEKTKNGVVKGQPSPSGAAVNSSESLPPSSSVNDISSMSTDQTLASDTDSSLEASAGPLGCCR
FXIIa inh mix – blocks human factor XIIa in pooled compound mixtures; P00748; purified FXIIa, fluorogenic substrate; inhibition, % at 5 µM; actives 0.2% (n = 62,000);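 further: 0% = enzyme without compound and 100% = no enzyme blank; some results filed as inactive read as strong as hits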
FXIa inh mix – inhibitors of human coagulation factor XIa, pooled mixtures; purified FXIa, fluorogenic substrate; inhibition, % at 5 µM; actives 0.19% (n = 62,000);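 further: each value is inhibition by a whole ten-compound pool holding the compound; 0% = enzyme with no mixture and 100% = wells lacking enzyme; strong numbers were not always called active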
Active calls of the source: *; . = no result given. Unless noted, no stated cut-off is given here; in the data, active means inhibition above about 20% (passing the limit was not always enough); inactive means the rest.

no. | CatG inh | ROCK2 inh | CatL block | CatS block | PKA inh | C1s inh | JNK3 blocker | FXIIa inh mix | FXIa inh mix | canonical_smiles
1 | -21 | 10 | 1 | -11 | 14 | -98 | 6 | -18 | -25 | Cc1sc2nc(SCc3nc4ccccc4[nH]3)n(Cc3ccco3)c(=O)c2c1C
2 | 12 | 5 | 13 | 6 | 0 | 14 | 8 | -21 | 5 | CCn1nc(C(=O)NCCc2ccc(S(N)(=O)=O)cc2)c2ccccc2c1=O
3 | -5 | 8 | 28 | 13 | 12 | -31 | 16 | 0 | 2 | CCOc1cc(-c2noc(N)c2C(=O)OC)cc(OCC)c1OCC
4 | -5 | 6 | 0 | -3 | 12 | -28 | -3 | 11 | -1 | CCOCCCN(C(=O)Cn1nnc2ccccc21)C(C(=O)NCc1ccco1)c1ccncc1 (centres undefined)
5 | 12 | 4 | 9 | -6 | 9 | 4 | -1 | 0 | -2 | Cc1cc(OCc2nn[nH]n2)c2c(-c3ccccc3)cc(=O)oc2c1
6 | . | 7 | -8 | . | 5 | . | -3 | . | . | Fc1ccc2[nH]c3c(N4CCSCC4)ncnc3c2c1
7 | -7 | -2 | 1 | 17 | -4 | -9 | -2 | -16 | 5 | O=C(O)c1ccc2c(c1)C(=O)N(C(Cc1ccc(O)cc1)C(=O)O)C2=O (centres undefined)
8 | 1 | 4 | 2 | 17 | 3 | -1 | 2 | 5 | 13 | CCOC(=O)c1c(C)oc2ccc(O)c(CN(C)C)c12
9 | 7 | 7 | -5 | -9 | 8 | -3 | 2 | 11 | 4 | Cc1cc(C)n(/N=C/c2ccccc2)c(=O)c1C#N
10 | 3 | -1 | 0 | -3 | -1 | 0 | -4 | 11 | -2 | COc1ccc(N2CCN(C(=O)C(OC(C)=O)c3ccccc3)CC2)cc1 (centres undefined)
11 | -2 | 3 | . | -5 | 0 | -32 | -4 | 7 | 9 | C=CCn1c(SC/C=C/c2ccccc2)nnc1-c1sc(N)nc1C
12 | 10 | -2 | -14 | -1 | 4 | 6 | -8 | 10 | 8 | COc1ccc(-c2[nH]ncc2-c2ccc3c(c2)OCCO3)c(O)c1
13 | 7 | -6 | -2 | -8 | 2 | -5 | 1 | -1 | 5 | COc1ccc(CCn2c(C)cc(C(=O)CSc3nnc(N)s3)c2C)cc1
14 | -4 | 11 | -8 | -9 | 6 | 4 | -2 | 5 | 10 | Cc1ccnc(NC(=O)CCC(=O)N(CC(=O)NCCc2ccccc2)Cc2ccco2)c1
15 | 12 | 3 | -5 | -10 | 8 | 18 | -1 | -3 | 7 | Cc1cccc(N2C(=O)CC(N3CCN(c4cccc(C(F)(F)F)c4)CC3)C2=O)c1 (centres undefined)
16 | 0 | 7 | 17 | 0 | 8 | -9 | 1 | 0 | 3 | O=C(NC(=O)c1ccccc1)OCC(F)(F)F
17 | 9 | -3 | 2 | 13 | -4 | 15 | 1 | 2 | 22* | C=CCNC(=O)NS(=O)(=O)c1ccc(C)cc1
18 | 10 | . | -3 | -3 | -3 | 9 | . | 13 | 4 | Cc1ccccc1CN1C(=O)C2(OCCCO2)c2ccccc21
19 | 11 | 2 | 3 | -1 | 4 | 10 | -3 | 5 | 5 | COc1ccc(NC(=O)CS(=O)CC(=O)Nc2ccc(OC)c(OC)c2)cc1 (centres undefined)
20 | 9 | -3 | . | 5 | -2 | 5 | 0 | 1 | 9 | Cc1ccc(NC(=O)CSc2nc3c(c(=O)[nH]2)CCC3)cc1C

Brought forward from above: 2 entries, then new ones.
no. | CatG inh | ROCK2 inh | CatL block | CatS block | PKA inh | C1s inh | JNK3 blocker | FXIIa inh mix | FXIa inh mix | canonical_smiles
19 | 11 | 2 | 3 | -1 | 4 | 10 | -3 | 5 | 5 | COc1ccc(NC(=O)CS(=O)CC(=O)Nc2ccc(OC)c(OC)c2)cc1 (centres undefined)
20 | 9 | -3 | . | 5 | -2 | 5 | 0 | 1 | 9 | Cc1ccc(NC(=O)CSc2nc3c(c(=O)[nH]2)CCC3)cc1C
21 | 7 | 5 | 1 | -6 | 3 | -21 | 2 | 3 | 6 | Cc1ccc(OCCN2C(=O)OC(C)(C)C2(C)O)cc1 (centres undefined)
22 | 9 | 6 | -9 | 1 | 4 | 12 | 2 | 7 | 11 | CCOC(=O)c1cnc2c(C)c(Cl)ccc2c1N1CCOCC1
23 | 15 | 1 | 6 | -5 | -1 | 9 | 4 | -1 | 10 | COC(=O)c1ccc(-c2nn(C)c(=O)c3ccccc23)cc1
24 | 2 | -3 | 2 | -7 | -1 | 0 | 4 | -3 | 11 | Cc1oc2c(C)c3oc(=O)c4c(c3cc2c1C)CCC4
25 | 9 | -1 | 9 | -2 | 10 | 11 | -2 | -3 | 6 | COCCCn1c(Cc2ccccc2)nnc1SCC(=O)N1CCCCC1
26 | 11 | -2 | 18 | 19 | -3 | 4 | -5 | -3 | 3 | Cc1cccc(OCc2nnc(SCC(=O)OC3CCCCC3)o2)c1
27 | -2 | 4 | -6 | -12 | 9 | 1 | -1 | 13 | 5 | O=C(COc1nsnc1N1CCOCC1)N1CCOCC1
28 | 2 | 4 | 5 | 5 | 2 | -34 | -8 | 2 | 2 | CCOc1ccccc1CNC(=O)C1CCCN(c2nc3ccccc3o2)C1 (centres undefined)
29 | 0 | 0 | 23 | 8 | 1 | -26 | 5 | 2 | 11 | C=CCn1c(SCCC(=O)O)nnc1-c1cccs1
30 | 1 | 4 | 14 | 12 | 4 | 4 | -3 | 7 | 2 | O=C(CN(Cc1ccco1)S(=O)(=O)c1cccs1)Nc1ccccc1C(F)(F)F
31 | -7 | 6 | 22 | 2 | 7 | -5 | 7 | 5 | 5 | c1ccc(-c2ccc(OCCOCCn3cncn3)cc2)cc1
32 | 14 | 3 | 20 | -1 | -1 | 13 | -1 | 10 | 5 | C=CCNc1nc2c3ccccc3n(C(C)=O)c2s1
33 | 14 | -4 | 14 | 9 | -2 | 15 | 3 | -15 | 8 | CCOc1ccc(Nc2nc(CC(=O)OC)cc(=O)[nH]2)cc1
34 | 4 | 0 | -2 | -2 | 3 | 2 | -8 | -16 | 16 | CCOc1ccccc1NC(=O)C1CC2CCCC(C1)C2=O (centres undefined)
35 | -7 | 4 | 0 | -6 | -1 | -14 | 1 | 1 | 3 | O=C(NCCC(=O)N1CCN(c2ncccn2)CC1)c1ccccc1
36 | 8 | . | -2 | -1 | 2 | -13 | . | 33 | 4 | O=C(Nc1ccc2c(c1)Cc1ccccc1-2)c1ccco1
37 | 6 | 4 | -7 | -7 | 7 | -1 | -2 | -1 | 11 | O=C(C1CC1)N1CCN=C1SCc1cccc(C(F)(F)F)c1
38 | 9 | -3 | -2 | -1 | -3 | 9 | -4 | 0 | 7 | O=C(OC(C(=O)NC1CCCC1)c1ccc(F)cc1)c1ccno1 (centres undefined)
39 | -10 | 7 | 23 | -4 | 10 | -109 | 0 | 1 | -24 | COC(=O)c1c(NC(=O)C2CCC2)sc(C(=O)N(C)C)c1C
40 | 9 | 2 | 33 | -1 | 2 | -72 | 6 | 6 | 0 | CC(C)CCn1nnnc1C(c1ccccc1)N1CCC(C(N)=O)CC1 (centres undefined)
41 | 4 | -14 | 0 | -2 | 0 | 6 | -3 | 10 | 10 | Cc1oc(-c2cccc(Cl)c2)nc1CN1CCC(C(=O)NCc2cccnc2)CC1
42 | 10 | 1 | . | 0 | 7 | 16 | 2 | 0 | 8 | CCSc1nnc2c(n1)OC1(CCCC1)Nc1ccccc1-2
43 | 1 | 2 | 11 | -3 | 3 | 1 | 1 | 4 | -6 | Cc1oc2c(c1C(=O)NCc1ccccc1)CCCC2
44 | 4 | 1 | -11 | -9 | 4 | -29 | -5 | 3 | 0 | COc1cc(NC(=O)c2ccco2)c(OC)cc1NC(=O)c1cc(OC)c(OC)c(OC)c1
45 | -4 | 0 | -12 | -6 | 2 | -6 | -7 | 7 | 3 | CC(C)(C)n1ncc2c(=O)n(CC(=O)Nc3ccc4c(c3)OCCO4)cnc21
46 | -1 | 3 | 11 | 8 | 9 | -22 | 2 | 10 | 0 | Cc1ccc(OCC(O)CN2CCN(CC(O)COC(C)C)CC2)c(C(C)(C)C)c1 (centres undefined)
47 | 8 | -2 | 16 | 9 | -4 | 10 | -6 | 1 | 18 | Cc1[nH]c(C)c(C(=O)O)c1CNC1CCCCC1C (centres undefined)
48 | 12 | 4 | 7 | -6 | 0 | 16 | 5 | 5 | 5 | CN(C)S(=O)(=O)c1cccc(C(=O)NCC2CCCO2)c1 (centres undefined)
49 | 10 | 2 | 5 | -2 | 8 | 6 | 1 | 9 | 5 | CC1(C)CC(NS(=O)(=O)c2ccc(S(=O)(=O)N3CCOCC3)cc2)CCO1 (centres undefined)
50 | 2 | 0 | 5 | 20 | 1 | -3 | 1 | -1 | 7 | COc1ccc(NC(C)=O)cc1NC(=O)CSc1nnc(-c2ccccn2)n1C
51 | -2 | 1 | 2 | -4 | 9 | 0 | -5 | -2 | 3 | COc1ccccc1NC(=O)c1ccc(C)s1
52 | 14 | 0 | 1 | 8 | 1 | 10 | 2 | 1 | 3 | O=C(CN1C(=O)C2C3C=CC(C3)C2C1=O)Nc1ccc2c(c1)OCCO2 (centres undefined)
53 | 8 | 4 | 1 | 2 | 14 | 13 | 3 | 4 | 8 | CS(=O)(=O)N(CCc1ccccc1)CC(=O)NCc1ccc2c(c1)OCO2
54 | 22 | 4 | -1 | -9 | 7 | -23 | 4 | 0 | 10 | Nc1scc(-c2ccncc2)c1Cl
55 | -1 | 12 | 24 | -5 | 11 | -94 | 1 | 6 | -6 | O=C1c2ccccc2C(=O)N1Cc1nc(-c2ccncc2)no1
56 | -1 | 0 | -5 | -13 | 6 | -2 | 12 | 5 | 9 | O=C(CCCn1c(=O)[nH]c2ccccc2c1=O)N1CCN(c2ccccn2)CC1
57 | -2 | 3 | 16 | 12 | 0 | -7 | 2 | -2 | 8 | Cc1nc2ccccc2c2nc(NC(=O)Cc3ccccc3)nn12

Structures shown so far with an aryl thioether with sulfur outside any ring:
no. | CatG inh | ROCK2 inh | CatL block | CatS block | PKA inh | C1s inh | JNK3 blocker | FXIIa inh mix | FXIa inh mix | canonical_smiles
1 | -21 | 10 | 1 | -11 | 14 | -98 | 6 | -18 | -25 | Cc1sc2nc(SCc3nc4ccccc4[nH]3)n(Cc3ccco3)c(=O)c2c1C
11 | -2 | 3 | . | -5 | 0 | -32 | -4 | 7 | 9 | C=CCn1c(SC/C=C/c2ccccc2)nnc1-c1sc(N)nc1C
13 | 7 | -6 | -2 | -8 | 2 | -5 | 1 | -1 | 5 | COc1ccc(CCn2c(C)cc(C(=O)CSc3nnc(N)s3)c2C)cc1
20 | 9 | -3 | . | 5 | -2 | 5 | 0 | 1 | 9 | Cc1ccc(NC(=O)CSc2nc3c(c(=O)[nH]2)CCC3)cc1C
25 | 9 | -1 | 9 | -2 | 10 | 11 | -2 | -3 | 6 | COCCCn1c(Cc2ccccc2)nnc1SCC(=O)N1CCCCC1
26 | 11 | -2 | 18 | 19 | -3 | 4 | -5 | -3 | 3 | Cc1cccc(OCc2nnc(SCC(=O)OC3CCCCC3)o2)c1
29 | 0 | 0 | 23 | 8 | 1 | -26 | 5 | 2 | 11 | C=CCn1c(SCCC(=O)O)nnc1-c1cccs1
42 | 10 | 1 | . | 0 | 7 | 16 | 2 | 0 | 8 | CCSc1nnc2c(n1)OC1(CCCC1)Nc1ccccc1-2
50 | 2 | 0 | 5 | 20 | 1 | -3 | 1 | -1 | 7 | COc1ccc(NC(C)=O)cc1NC(=O)CSc1nnc(-c2ccccn2)n1C

Screens deposited in PubChem BioAssay by several laboratories.
